BLM inh: blocks DNA unwinding by human BLM helicase | P54132 | recombinant BLM DNA unwinding, fluorescence dequenching | Potency, µM (titrated, usually from 56.1 µM), without a hit: top-dose activity change, negative = inhibition, hits mostly inhibitors | 350,000 compounds, 0.2% hits;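 note: potency is the fitted concentration of half-maximal effect; plate controls were vehicle for no effect and no enzyme for full effect; nearly all actives have a fitted effect of over 35% in size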
TRHR agonist: TRH receptor (human) agonism; 360,000 compounds, 0.18% hits; AID 493084; TRHR cells, calcium flux fluo-8, FDSS agonist mode; activation, % at 2 µM; P34981; in the data active = activation above about 30%; note: 0% is about no effect
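Fluo-8-loaded TRHR cells; 10 s baseline, compound added, kinetic Ca2+ fluorescence read 1/s, agonist mode.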
Anesthetic bind: binds horse apoferritin like a general anesthetic. AID 485281. apoferritin/1-aminoanthracene competitive binding, fluorescence. Potency, µM (series often up to 77.5 µM), for inactives: at the highest dose activity change, negative = displacement, usual class: inhibitors. 350,000 compounds, 0.074% hits; note: potency is the fitted concentration of half-maximal effect; % is set by controls: 0 for no effect and ±100 for the full control effect; nearly all actives have a fitted effect of over 20% in size
Target sequence (P02791 2-175 limits assumed): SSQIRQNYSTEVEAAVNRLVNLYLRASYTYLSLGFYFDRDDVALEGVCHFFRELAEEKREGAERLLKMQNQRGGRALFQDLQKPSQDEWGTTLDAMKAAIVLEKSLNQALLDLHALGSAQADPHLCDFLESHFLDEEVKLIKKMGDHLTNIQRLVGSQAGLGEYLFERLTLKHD
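Steps: apoferritin (10 uM) was premixed with half-saturated 1-AMA in PBS, compounds were pin-transferred, plates stood 10 min at room temperature, fluorescence was read at 380/535 nm, and curves were fitted with a Hill equation.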
Pol kappa inh: inhibitors of human DNA polymerase kappa; Potency, µM (doses to about 107 µM), for inactives: at the top dose activity, negative = inhibition, hits mostly inhibitors; purified Pol kappa, fluorescent DNA synthesis assay, 10 min; AID 588579; 400,000 compounds, 0.53% hits; note: potency is the fitted concentration of half-maximal effect; % is set by controls: 0 for no effect and ±100 for the full control effect
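Here, compound and 10 nM enzyme are combined for 15 min at room temperature; adding 50 nM substrate (final) starts DNA synthesis, tracked by fluorescence at 0 and 10 min against buffer-only wells.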
12-LOX inh: blocks human arachidonate 12S-lipoxygenase | P18054 | purified 12hLO, xylenol orange hydroperoxide absorbance | Potency, µM (top dose mostly 108 µM), without a hit: top-dose activity change, negative = inhibition, hits mostly inhibitors | 580,000 compounds, 1.1% hits; note: potency is the fitted concentration of half-maximal effect; % is set by controls: 0 for no effect and ±100 for the full control effect
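Purified human 12hLO at 150 nM in 25 mM Hepes, 0.01% Triton X-100, pH 7.0, preincubated 15 min at room temperature with compound. Reaction started with 40 uM arachidonic acid, 30 min at room temperature. Hydroperoxide measured by Fe-xylenol orange, 573/405 nm absorbance ratio.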
POLB inh: blocks human DNA polymerase beta activity; Pol beta primer extension/strand displacement, fluorescence kinetic; 340,000 compounds, 1.3% hits; Potency, µM (titrated, usually from 114 µM), for the others: at the top dose activity change, negative = inhibition, usual class: inhibitors; AID 485314; note: potency is the fitted concentration of half-maximal effect; % is set by controls: 0 for no effect and ±100 for the full control effect
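Enzyme-only controls used 10 nM Pol beta; buffer lacking enzyme served as negative control. Compound preincubated 15 min, then 50 nM substrate added; 0 and 10 min reads at room temperature.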
ERG Ets-DNA blk: inhibitors of human ERG Ets domain-DNA interaction; fluorescence polarization, His-ERG Ets domain / labelled DNA; AID 624246; 370,000 compounds, 0.028% hits; P11308; Potency, µM (series often up to 76.9 µM), without a hit: at the top dose FP activity, negative = inhibition, hits mostly inhibitors; active = well fitted inhibition curve with a large enough effect in the polarisation, with a control signal flat; inconclusive = small, poorly fitted or top-dose-only effect, or effect the other way, or a change in a side signal; inactive = no such curve, though single readings can be large or run the other way; the % refers to the polarisation;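 note: polarization taken with two DNA probes labelled with fluorescein and Texas red; potency is the fitted concentration of half-maximal effect; % of control where 0% means no effect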
Target sequence (P11308 whole entry, looked up, the tested form may be a part): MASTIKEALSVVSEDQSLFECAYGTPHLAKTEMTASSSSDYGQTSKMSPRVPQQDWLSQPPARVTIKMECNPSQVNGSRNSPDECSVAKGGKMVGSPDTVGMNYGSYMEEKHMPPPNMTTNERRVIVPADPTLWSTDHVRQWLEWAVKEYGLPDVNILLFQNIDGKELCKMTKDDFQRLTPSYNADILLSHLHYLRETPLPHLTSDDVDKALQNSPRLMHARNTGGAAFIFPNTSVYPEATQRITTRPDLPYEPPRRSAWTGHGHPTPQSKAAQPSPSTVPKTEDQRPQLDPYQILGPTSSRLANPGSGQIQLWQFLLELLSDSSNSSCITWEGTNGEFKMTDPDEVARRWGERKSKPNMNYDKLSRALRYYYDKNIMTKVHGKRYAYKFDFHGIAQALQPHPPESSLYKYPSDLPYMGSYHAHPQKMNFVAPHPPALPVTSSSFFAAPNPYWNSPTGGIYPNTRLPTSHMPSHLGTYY
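His-tagged ERG Ets domain (1 uM in the protein solution; 300mM KCl, 50mM Tris-HCl, 1mM EDTA, 1mM DTT, pH 7.5) received compound, then a probe mix of 5 nM fluorescein-DNA and 100nM Texas-615-DNA. Fluorescence polarization was read for both dyes.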
Pol iota inh: DNA polymerase iota (human) inhibition. Q9UNA4. Pol iota fluorescent replication assay, 10 min. Potency, µM (highest dose often 115 µM), inactives show at the top dose activity, negative = inhibition, actives largely listed as inhibitors. 390,000 compounds, 1% hits. AID 588590; note: potency is the fitted concentration of half-maximal effect
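Pol iota at 10 nM preincubated 15 min with compounds at room temperature; reaction started with fluorescent substrate, 50 nM final. Fluorescence read kinetically at 0 and 10 min; buffer-only wells as negative control.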
APEX1 inh: inhibitors of human APE1 endonuclease; P27695; Potency, µM (series often up to 65.8 µM), inactives show top-dose activity change, negative = inhibition, actives largely listed as inhibitors; AID 2517; 350,000 compounds, 0.35% hits; recombinant APE1, TAMRA/BHQ-2 abasic DNA cleavage fluorescence;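 note: potency is the fitted concentration of half-maximal effect; plate controls were vehicle for no effect and reference inhibitor for full effect; nearly all actives have a fitted effect of over 55% in size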
Target sequence (P27695 whole entry, looked up): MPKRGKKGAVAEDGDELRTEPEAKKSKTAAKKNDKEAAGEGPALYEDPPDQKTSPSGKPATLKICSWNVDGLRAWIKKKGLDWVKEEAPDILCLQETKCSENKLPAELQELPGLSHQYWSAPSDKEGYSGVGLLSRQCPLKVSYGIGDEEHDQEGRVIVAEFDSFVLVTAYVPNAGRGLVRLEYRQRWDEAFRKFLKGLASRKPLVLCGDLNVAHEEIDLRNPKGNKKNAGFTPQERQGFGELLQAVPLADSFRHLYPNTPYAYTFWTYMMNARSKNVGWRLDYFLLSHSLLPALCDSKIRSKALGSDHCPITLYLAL
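Readout is kinetic fluorescence (ex 525, em 598 nm) from cleavage of 50 nM TAMRA/BHQ-2 THF abasic duplex by 0.75 nM APE1, compound added 15 min beforehand at RT.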
* marks the source's active call; other numbers are inactive results; ? = inconclusive; nt = no result given; & = joins results of further samples; [ ] = another dose, or the depositor's remark. Unless noted, calls come from the whole dose curve; as a rule, active = well fitted curve in the direction sought with a large enough effect; inconclusive = small, poorly fitted or top-dose-only effect, or another doubt; inactive = no such curve, though single readings can be large; an effect the other way counts as inactive or inconclusive. Only part of the results is shown (hit frequency here may not be typical).

BLM inh,TRHR agonist,Anesthetic bind,Pol kappa inh,12-LOX inh,POLB inh,ERG Ets-DNA blk,Pol iota inh,APEX1 inh,SMILES
-6%,0.4,23%,-9%,0%,-9%,-8%,2%,1%,Cc1cc2nn(-c3cccc4ccccc34)nc2cc1NC(=O)c1cccs1
nt,nt,nt,-18%,-12%,nt,-1%,?,-12%,C=CCC[C@H](Cc1ccc(F)cc1)C(=O)OC[C@H](Cc1c[nH]c2ccccc12)NC(=O)[C@@H](CC=C)CC(=O)N(CCO)Cc1ccccc1
2%,2.3,-6%,-20%,-2%,31%,17%,97%[activator],-5%,O=C(CCN1C(=O)/C(=C/c2cccs2)SC1=S)Nc1ccccc1O
-2%,-1.2,-6%,0%,-1%,-13%,1%,29%,26%[12.4 µM],Cc1cc(C)cc(NC(=S)N2CCC(NC(=O)C3CCCCC3)CC2)c1
-2%,0.2,-8%,8%,?,3%,4%,69%[activator],23%,COc1ccc(OC)c(C2C(C(=O)c3ccco3)=C(O)C(=O)N2CC2CCCO2)c1 (stereo not drawn)
-7%,-0.1,?,3%,0.89µM*,5%,1%,22%,13%,CN(Cc1ccc(Br)cc1)CC(O)COc1cccc(Br)c1 (stereo not drawn)
-8%,0.1,-9%,2%,?,-13%,-10%,7%,-2%,Cn1c(-c2cnn(-c3ccccc3)c2-n2cccc2)n[nH]c1=S
-1%,0.3,-10%,-6%,3%,27%,nt,5%,1%,O=C(NCCCN1CCOCC1)c1csc2c1CCCC2
-3%,-0.1,-13%,3%,?,-3%,-1%,25µM*,-1%,Cn1c(=O)c2[nH]c(N=NNc3ccccc3F)nc2n(C)c1=O
-5%,-1.1,-20%,2%,?,1%,9%,8%,8%,COc1ccc(NC(=S)NCCC2=CCCCC2)cc1OC
-1%,2.1,-8%,-3%,-22%,38%,1%,24%,17%,Cc1ccccc1OCC(=O)Nc1ccc(N2CCN(S(C)(=O)=O)CC2)cc1
6%,-1.0,-9%,-12%,?,28%,0%,17%,2%,CCC(C)NCCOCCOc1ccc(C)cc1Br (stereo not drawn)
1%,-0.4,-15%,-1%,-1%,27%,-10%,19%,48%[activator],O=C(NC1CCCC1)C(c1ccc(F)cc1)N(C(=O)c1csnn1)c1ccccc1 (stereo not drawn)
-6%,0.1,6%,3%,-19%,3%,6%,89%[activator],8%,O=C(c1ccc2c(c1)OCCO2)C1CCN(C(=O)Nc2ccc(F)cc2)CC1
2%,0.1,-3%,-1%,-6%,16%,6%,26%,-6%,COCCn1c(=N)c(S(=O)(=O)c2ccc(F)cc2)cc2c(=O)n3ccccc3nc21
-2%,-0.5,-9%,-2%,3%,-10%,1%,17%,2%,Cn1c(=O)[nH]c(=O)c2c1nc(N1CCCCC1)n2CCCSc1nnnn1-c1ccccc1
3%,0.0,-5%,5%,2%,46%,-1%,18%,-2%,CCCc1nc(SCC(=O)Nc2nnc(CC)s2)c2c(=O)n(C)c(=O)n(C)c2n1
-3%,-0.9,5%,-4%,-1%,0%,-4%,-20%,28%,O=C(NCc1cccc(C(F)(F)F)c1)C1CCCN(c2cnccn2)C1 (stereo not drawn)
0%,0.0,-3%,7%,1%,-2%,0%,25%,16%,O=C(Nc1ccnn1C1CCN(C(=O)c2ccc(Cl)cc2)CC1)C1CC1
1%,-1.1,-2%,2%,-11%,-2%,7%,11%,1%,O=C(CCN1C(=O)c2ccccc2S1(=O)=O)Nc1ccc(Cl)cc1
-1%,0.0,-4%,-7%,6%,-2%,-4%,-2%,-3%,O=C(CSc1ccc(-c2ccc(F)cc2)nn1)N1CCOCC1
-3%,0.0,-11%,-11%,-13%,-1%,4%,160%[activator],-1%,CCOC(=O)C1CCN(C(=S)Nc2ccc(CC)cc2)CC1
-2%,0.1,-12%,10%,-2%,22%,-7%,-22%,24%,COc1ccc(OC)c(NC(=O)CN2C(=O)COc3ccc(C)cc32)c1
-3%,0.4,-11%,-9%,-14%,-1%,-7%,12%,nt,CCOC(=O)c1c(C)oc2nc(C)nc(NCc3ccc(F)cc3)c12
0%,0.0,-2%,4%,-8%,-23%,2%,-6%,50%[activator],O=C(c1ccc(Cl)cc1)N1CCCC(C(=O)N2CCCCC2)C1 (stereo not drawn)
-3%,-0.2,?,-5%,1%,32%,6%,2%,7%,Fc1ccc(CSc2nc3ncccc3[nH]2)cc1
-8%,0.9,4%,-8%,7%,30%,-20%,10%,-5%,COc1ccc(C)cc1NC(=O)C(OC(=O)c1cccc(S(=O)(=O)N(C)c2ccccc2)c1)c1ccccc1 (stereo not drawn)
-5%,-0.4,-9%,-19%,14%,16%,1%,-2%,-3%,Cn1c(C(=O)NCCCN2CCCCC2)cc2sccc21
-16%,0.2,-12%,-1%,14%,1%,-1%,116%[activator],10%,CC1(C)OC(=O)N(CC(=O)Nc2cccc(C(F)(F)F)c2)C1(C)O (stereo not drawn)
1%,0.0,-3%,-6%,5%,8%,-4%,73%[activator],-5%,Cn1cc(/C=N\NC(=O)c2cccs2)c2ccccc21

Next section; the last four above are carried over.
BLM inh,TRHR agonist,Anesthetic bind,Pol kappa inh,12-LOX inh,POLB inh,ERG Ets-DNA blk,Pol iota inh,APEX1 inh,SMILES
-8%,0.9,4%,-8%,7%,30%,-20%,10%,-5%,COc1ccc(C)cc1NC(=O)C(OC(=O)c1cccc(S(=O)(=O)N(C)c2ccccc2)c1)c1ccccc1 (stereo not drawn)
-5%,-0.4,-9%,-19%,14%,16%,1%,-2%,-3%,Cn1c(C(=O)NCCCN2CCCCC2)cc2sccc21
-16%,0.2,-12%,-1%,14%,1%,-1%,116%[activator],10%,CC1(C)OC(=O)N(CC(=O)Nc2cccc(C(F)(F)F)c2)C1(C)O (stereo not drawn)
1%,0.0,-3%,-6%,5%,8%,-4%,73%[activator],-5%,Cn1cc(/C=N\NC(=O)c2cccs2)c2ccccc21
-1%,-0.1,-7%,-15%,-10%,20%,7%,-2%,2%,COc1ccc(C(=O)NNC(=O)CSc2nnc(COc3ccccc3OC)n2C)cc1
-1%,0.0,-3%,8%,0%,27%,-4%,0%,4%,Cc1n[nH]c(=O)nc1NCCN(C)C
-5%,-1.7,nt,8%,-8%,29%,-9%,35%[activator],-7%,CC1C2=C(CC(C)(C)CC2=O)NC2=C1C(=O)CC(C)(C)C2
-6%,-0.7,-2%,-4%[60.1 µM],0%,22%,-1%,1%,nt,O=C(c1cccs1)N1CCCc2cc(NS(=O)(=O)c3ccc(Cl)cc3)ccc21
0%,0.7,-7%,2%,9%,34%,3%,4%,3%,Cc1[nH]c(=O)c(C#N)c(C)c1CCC(=O)N(C)CC(=O)Nc1ccc(Cl)c(Cl)c1
-1%,0.0,-9%,-2%,1%,2%,-6%,56%[activator],-1%,Cc1occc1C(=O)NNC(=O)c1ccccc1C(=O)O
4%,-0.3,?,-20%,11%,46%,0%,19%,4%,C=CCN(CC=C)S(=O)(=O)c1ccc(F)cc1
-3%,-0.3,-9%,-5%,-2%,12%,-9%,37%[activator],1%,COc1ccc(Cl)cc1-c1nc(N)nc(NC2CCCCC2)n1
-6%,-0.3,-7%,nt,nt,9%,nt,nt,7%,COc1ccc(N2CCn3c2nc2c3c(=O)n(CCN3CCOCC3)c(=O)n2C)cc1
3%,-0.2,4%,-3%,-1%,3%,-6%,11%,1%,COC(=O)c1ccccc1N=Nc1c(C)[nH][nH]c1=O
-5%,0.6,0%,5%,?,45%,2%,37%[activator],-1%,COc1cc(C(=O)O)nc(OC)n1
nt,nt,nt,-18%,-2%,nt,1%,?,nt,CCCCNC(=O)c1onc(CSc2cc(C)cc(C)c2)c1C(=O)NCCCC
-2%,-1.3,-13%,-2%,44%&-10%,3%,-3%,8%,nt,CCN(C(=O)Cn1nc(Cc2ccncc2)c2ccccc2c1=O)c1cccc(C(F)(F)F)c1
0%,-1.0,5%,-11%,-4%,18%,-3%,2%,3%,Cc1ccc2nccc(C(=O)N3CCCC(Nc4ccc(F)cc4)C3)c2c1 (stereo not drawn)
2%,0.2,-13%,-5%,-9%,-16%,4%,88%,-2%,O=C1NCCN1C(=O)c1ccco1
-2%,0.0,-8%,-2%,16%,-9%,1%,17%,-1%,COc1ccc(Oc2nc(C)cc(C)c2S(C)(=O)=O)cc1
-9%,0.2,80%[activator],-4%,-16%,2%,nt,20%,-3%,CCOCCCNC(=S)NCCCNc1nc2cc3c(cc2cc1C#N)OCO3
-9%,-0.5,-15%,-7%,0%,7%,-5%,22%,-11%,CCn1c(COc2cccc(C)c2C)nnc1SCC(=O)N1CCN(c2ccc(OC)cc2)CC1
-16%,-1.5,15%,-8%,-6%,-9%,1%,-15%,-2%,COC(=O)c1cc(NC(=O)c2cc(C(C)(C)C)nn2Cc2ccc(F)cc2)ccc1N1CCOCC1
nt,-2.3,nt,10%,310%[activator],nt,3%,4%,36%[activator],Cc1cccn2c(=O)c3cc(C(=O)N4CCCCC4C)sc3nc12 (stereo not drawn)
-1%,-0.8,-11%,0%,2%,38%,2%,48%[activator],-3%,O=C(CCl)Nc1cc(S(=O)(=O)N2CCOCC2)ccc1N1CCOCC1
-9%,-0.6,-3%,-9%,?,-18%,2%,76%[activator],0%,Cc1cccc(-c2n[nH]c(=S)n2C)c1
-9%,-0.6,-24%,3%,-4%,19%,5%,-4%,0%,Cc1cccc(NC(=O)CCC(=O)N/N=C/c2ccncc2)c1
0%,nt,nt,-7%[19.4 µM],11%,nt,nt,nt,-5%,CC(C)SC(=N)N
-16%,-0.1,-21%,50µM*,?,45µM*,-5%,20µM*,-19%,C/C(=N\NC(=O)c1cc(O)ccc1O)c1cccc(NC(=O)c2ccc(Cl)cc2)c1
